UHRF1 binding: human UHRF1 methylated DNA binding inhibitors. Q96T88. UHRF1 binding to methylated oligo, TR-FRET. 370,000 tested, 0.75% active. AID 687016. inhibition, % at 4.4 µM; in the data active = inhibition above about 21%;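 also: UHRF1 SRA domain binding a hemimethylated CpG hairpin DNA probe; 0% = median of test compound wells and 100% = reference inhibitor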
PLCg1 inh: PLC-gamma1 (human) inhibition, primary screen; 370,000 tested, 0.84% active; purified PLC-gamma1, fluorogenic substrate, fluorescence; P19174; inhibition, % at 12.2 µM; AID 720700; in the data active = inhibition above about 9.5%
Tn7 DDE FP: disrupts Tn7 cyclic peptide binding to fibrin D-Dimer-E complex | P02675 | FP displacement of FITC-Tn7 peptide from fibrin DD(E); 0% = median of compound wells per plate | inhibition, % at 8.3 µM | 370,000 tested, 0.13% active | AID 720508;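 active = inhibition above the mean of compounds falling within the control limits plus 3 SD of them, cut at about 14% in these data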;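 also: 0% = plate median of compound wells and 100% = 10 µM Aha-Tn7 peptide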
Target sequence (P02675 whole entry, looked up): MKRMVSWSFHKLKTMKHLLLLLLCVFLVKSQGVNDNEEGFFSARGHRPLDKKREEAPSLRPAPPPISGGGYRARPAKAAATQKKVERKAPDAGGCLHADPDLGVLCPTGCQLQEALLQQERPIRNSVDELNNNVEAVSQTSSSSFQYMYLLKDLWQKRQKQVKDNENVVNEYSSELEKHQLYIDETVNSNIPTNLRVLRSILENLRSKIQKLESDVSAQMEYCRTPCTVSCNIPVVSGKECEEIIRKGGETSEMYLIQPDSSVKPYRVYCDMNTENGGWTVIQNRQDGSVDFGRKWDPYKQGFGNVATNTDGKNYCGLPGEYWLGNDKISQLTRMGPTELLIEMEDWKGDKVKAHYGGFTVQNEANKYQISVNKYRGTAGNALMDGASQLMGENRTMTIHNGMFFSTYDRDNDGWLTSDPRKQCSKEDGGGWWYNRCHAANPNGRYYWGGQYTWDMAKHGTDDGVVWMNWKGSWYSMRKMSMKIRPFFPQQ
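Assay system: human fibrin DD(E). Input: DD(E) 2 µM final. Medium: Tris buffer with calcium and detergent, pH 7.8. Compound dosing: single point at 8.3 µM. Timing: 10 min plus 3 h, room temperature. Technique: fluorescence polarization of the labelled Tn7 tracer. Read-out: percent inhibition. Replicates: singlicate testing.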
DDE Tn6 FP inh: disrupts Tn6 cyclic peptide binding to fibrin D-Dimer-E complex | P02675 | Fibrin DD(E) TRITC-Tn6 fluorescence polarization displacement | inhibition, % at 8.3 µM | 370,000 tested, 0.21% active | AID 720509;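 active = inhibition above a per-campaign cutoff: mean of compounds within control limits plus 3 SD, cut at about 15% in these data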;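 also: 0% = median of all compound wells on the plate and 100% = blocking peptide control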
ASAP1 inh: blocks human ASAP1-stimulated Arf1 GTP hydrolysis. GDP FP detection. inhibition, % at 16.5 µM. 360,000 tested, 0.19% active. AID 624377; in the data active = inhibition above about 25%;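 also: 0% = vehicle with enzyme and substrate and 100% = no enzyme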
PLC-beta3 inh: PLC-beta3 (human) inhibition, primary screen; 370,000 tested, 0.18% active; AID 720704; Purified PLC-beta3, fluorogenic substrate, fluorescence; Q01970; inhibition, % at 12.2 µM; in the data active = inhibition above about 11%;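 also: 0% = median of compound wells on plate and 100% = full blocker control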
ARFGAP1 inh: rat ARFGAP1 inhibition | 360,000 tested, 0.26% active | inhibition, % at 16.5 µM | Arfgap1-stimulated ARF1 GTP hydrolysis, GDP FP detection;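 active = inhibition above a per-plate limit, mean inhibition of low control wells plus 3 SD, cut at about 25% in these data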;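 also: 0% = DMSO wells with enzyme and 100% = wells lacking Arfgap1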
Target sequence (Q62848 1-136 limits assumed): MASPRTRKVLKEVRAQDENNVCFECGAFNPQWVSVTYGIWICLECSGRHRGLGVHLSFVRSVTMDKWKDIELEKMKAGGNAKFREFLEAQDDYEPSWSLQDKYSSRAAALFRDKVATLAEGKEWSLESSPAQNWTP
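system = rat Arfgap1 catalytic domain, aa 1-136 | technique = FP, GDP Alexa 633 tracer displaced from anti-GDP antibody, 620/688 nm | compound = one concentration, 16.5 µM, DMSO 1.26% | medium = HEPES-based buffer, pH 7.5 | timing = compound-enzyme preincubation 20 min, reaction 120 min, detection 60 min, 25 °C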
MBD2 inh: blocks human MBD2 binding to methylated DNA. Q9UBB5. TR-FRET, MBD2 binding to methylated oligonucleotide. inhibition, % at 4.4 µM. 370,000 tested, 0.31% active. AID 686964; in the data active = inhibition above about 13%
Target sequence (Q9UBB5 whole entry, looked up): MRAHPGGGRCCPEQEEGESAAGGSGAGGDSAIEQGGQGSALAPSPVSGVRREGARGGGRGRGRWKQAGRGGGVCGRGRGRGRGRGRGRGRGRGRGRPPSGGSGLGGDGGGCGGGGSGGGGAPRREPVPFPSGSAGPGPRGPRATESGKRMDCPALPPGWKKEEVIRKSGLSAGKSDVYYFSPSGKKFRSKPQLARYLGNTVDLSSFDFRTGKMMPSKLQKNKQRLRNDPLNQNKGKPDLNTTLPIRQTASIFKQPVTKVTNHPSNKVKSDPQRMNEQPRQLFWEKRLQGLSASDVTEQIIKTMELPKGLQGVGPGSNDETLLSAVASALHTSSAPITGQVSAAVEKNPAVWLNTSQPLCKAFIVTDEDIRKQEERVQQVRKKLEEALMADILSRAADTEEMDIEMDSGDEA
ADAM17 inh: inhibits human ADAM17; P78536; recombinant ADAM17, EDANS/DABCYL FRET peptide cleavage; inhibition, % at 6.95 µM; 370,000 tested, 0.83% active;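 active = inhibition above the mean of compounds lying between control limits plus 3 SD, set per campaign, cut at about 8.5% in these data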;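 also: 0% = DMSO-only wells as the low control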
proKLK7 act: activates the human kallikrein-7 zymogen | AID 652039 | 370,000 tested, 0.9% active | purified proKLK7, EDANS-DABCYL substrate fluorescence; 100% is mature enzyme control, 0% vehicle | P49862 | activation, % at 7 µM;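 active = activation above the mean of all tested compounds plus 3 SD, computed per campaign excluding outliers beyond control limits, cut at about 13% in these data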
* hit, by the source's call; i = inactive; / = not tested or not shown.

#	mol	UHRF1 binding	PLCg1 inh	Tn7 DDE FP	DDE Tn6 FP inh	ASAP1 inh
1	COCCCNC(=O)c1ccc(-n2nc(C(F)(F)F)cc2-c2cccs2)cc1	0	0	-5	-1	1
2	COc1ccc(CNC(=O)/C=C/c2ccccc2[N+](=O)[O-])cc1	-1	2	-1	-3	13
3	COc1ccccc1N(CC(=O)Nc1ccc2c(c1)OCO2)S(=O)(=O)c1ccccc1	1	3	1	2	-15
4	COc1ccccc1CN(C)C(C)C(=O)Nc1cccc(C(C)=O)c1 (stereo unspecified)	-1	2	6	-2	1
5	CC(C)(C)OC(=O)N1CCC[C@H]1C(=O)OCC(=O)Nc1cc(S(C)(=O)=O)ccc1Cl	0	-1	-3	4	-24
6	C[C@H](O)[C@@H]1CN2CCc3ccc(-c4ccc5c(c4)OCO5)cc3[C@@H]2C[C@@H]1N(C)CC1CCCCC1	-1	-6	5	1	/
7	O=C(NNC(=O)c1ccc(Cn2cccn2)o1)NC12CC3CC(CC(C3)C1)C2	-1	-2	-1	0	-5
8	O=C(CN1CCCC1)Nc1ccc([N+](=O)[O-])cc1	-3	0	-3	8	-9
9	c1ccc(N=NC2=NN(c3ccccc3)CS2)cc1	-4	1	-2	-2	0
10	CCc1ccc(NC(=O)Cn2c(=O)oc3cc(S(=O)(=O)N4CCOCC4)ccc32)cc1	-2	1	-1	-6	-7
11	CC(=O)NC(CC(=O)OCC(=O)c1c(N)n(CC(C)C)c(=O)n(C)c1=O)c1ccccc1 (stereo unspecified)	3	3	-1	-7	6
12	CCN(CC)CCOC(=O)c1ccc(NC(=O)CCCN2C(=O)/C(=C\c3cccs3)SC2=S)cc1	-7	-1	-1	-10	3

#	PLC-beta3 inh	ARFGAP1 inh	MBD2 inh	ADAM17 inh	proKLK7 act
1	2	-8	-1	0	0.0
2	2	-3	0	-1	0.0
3	-1	14	5	-2	0.3
4	-9	-6	4	-5	0.0
5	-3	-2	-4	-3	0.3
6	-3	/	-5	-2	0.7
7	-7	5	-2	1	0.0
8	1	-7	-4	2	0.4
9	-6	7	3	2	0.6
10	3	8	3	1	0.3
11	-4	16	6	-10	0.2
12	-6	13	-9	-1	-2.2

The list goes on.
#	mol	UHRF1 binding	PLCg1 inh	Tn7 DDE FP	DDE Tn6 FP inh	ASAP1 inh
13	C=CCNCCOCCSc1ccc(Cl)cc1	8	-4	2	-4	-1
14	O=C(Nc1ccccc1Oc1ccccc1)c1cc([N+](=O)[O-])ccc1Cl	5	2	-4	-6	16
15	O=C(CNC(=O)C1CCCCC1)NCCCO	0	1	6	4	10
16	Cc1cccc(N2CCN(S(=O)(=O)c3ccc(-c4ccc(=O)[nH]n4)o3)CC2)c1C	-2	1	-4	3	-7
17	COc1ccc(NS(=O)(=O)c2ccc(NC(=S)NC(=O)CC(C)C)cc2)cc1	-2	0	-1	4	9
18	Cc1ccc(Sc2ncccc2C(=O)O)cc1	0	-2	-11	4	6
19	Cc1csc(SCC(=O)Nc2nc3ccccc3s2)n1	-2	-2	3	12	-13
20	CCCCC(=O)NC(=S)Nc1cc([N+](=O)[O-])ccc1OC	-1	0	-1	5	0
21	CC(=O)C1CCC2C3CCC4=CC(=O)C=CC4(C)C3C(=O)CC12C (stereo unspecified)	7	4	1	-5	-7
22	CCOC(=O)c1c(C)n(CC)c2ccc(OC(=O)c3ccc([N+](=O)[O-])cc3)cc12	3	2	2	-4	1
23	COc1ccc(CC2(CO)CCN(Cc3cnn(C)c3)CC2)cc1	-2	-2	5	0	6
24	C[C@@H]1C(NC(=O)c2ccccc2)CC2CC1C2(C)C (stereo partly specified)	1	-1	2	-1	5

#	PLC-beta3 inh	ARFGAP1 inh	MBD2 inh	ADAM17 inh	proKLK7 act
13	0	12	0	-4	0.1
14	-5	12	-2	8.9*	0.3
15	-1	5	3	1	0.1
16	-8	5	2	0	0.2
17	4	17	-5	5	1.0
18	1	-5	7	-1	0.2
19	0	10	1	0	-0.5
20	-3	-9	-1	1	0.3
21	7	-3	5	-2	0.6
22	-1	5	2	-3	0.5
23	1	11	-10	7	0.2
24	-6	-5	1	0	0.0

The results go on.
#	mol	UHRF1 binding	PLCg1 inh	Tn7 DDE FP	DDE Tn6 FP inh	ASAP1 inh
25	CCCCOc1ccc(CSCCN=C(N)N)cc1	-1	0	4	-3	-12
26	Fc1cccc(/C=N/Nc2ccccn2)c1	14	1	-6	7	0
27	Cc1noc(C)c1S(=O)(=O)NC(=O)C1(C)CCN1C(=O)C1(c2ccc(Cl)cc2)CCC1 (stereo unspecified)	0	-3	3	-3	0
28	CCCC[C@H]1C2CC(OC(=O)Nc3ccc(F)cc3)C(C2)[C@H]2CCCCN21 (stereo partly specified)	2	0	0	3	/
29	CCCCCCSc1ccc(-c2nc3ccc(Cl)cn3c2NCc2ccccc2)cc1	2	-59	4	-3	0
30	CCOC(=O)c1c(C)sc2c1N(C(=O)CN(CC)CC)c1ccccc1S2	-1	-2	2	4	1
31	Cc1cc(C)n(CCOC(=O)c2sc3ccccc3c2Cl)n1	2	1	4	-3	-1
32	c1ccc(-c2noc(CN3CCOCC3)n2)cc1	-1	2	6	-4	-2
33	CCCCN1C(=O)c2ccc(C(=O)Nc3ccccc3N3CCOCC3)cc2C1=O	0	-1	1	0	-6
34	Cc1cc(C)[n+](-c2ccc(C(C)C)cc2)c2[nH]c(=O)[nH]c(=O)c12	2	i	4	3	0
35	CC(C)C1Cc2ccccc2-c2[nH]c(=S)[nH]c(=O)c21 (stereo unspecified)	1	-79	-3	-2	-4
36	COc1cccc(/C=c2\sc3nc(-c4cccs4)nn3c2=O)c1OC	0	1	-3	0	6

#	PLC-beta3 inh	ARFGAP1 inh	MBD2 inh	ADAM17 inh	proKLK7 act
25	3	-2	-3	-1	0.8
26	-10	-7	3	2	-0.6
27	1	-7	0	-3	1.2
28	0	/	0	-13	0.4
29	-108	0	-5	0	-0.2
30	3	10	5	-6	-0.4
31	1	11	1	1	0.2
32	-2	-11	3	-2	0.5
33	1	-2	4	-5	-0.1
34	i	4	9	i	27*
35	-84	0	2	-43	-0.5
36	-4	13	-1	0	-0.6

Marked active in proKLK7 act, of those listed so far:
#	mol	UHRF1 binding	PLCg1 inh	Tn7 DDE FP	DDE Tn6 FP inh	ASAP1 inh
34	Cc1cc(C)[n+](-c2ccc(C(C)C)cc2)c2[nH]c(=O)[nH]c(=O)c12	2	i	4	3	0

#	PLC-beta3 inh	ARFGAP1 inh	MBD2 inh	ADAM17 inh	proKLK7 act
34	i	4	9	i	27*

Entries of single compounds, quoted from the list. Screens in order: UHRF1 binding, PLCg1 inh, Tn7 DDE FP, DDE Tn6 FP inh, ASAP1 inh, PLC-beta3 inh, ARFGAP1 inh, MBD2 inh, ADAM17 inh, proKLK7 act
Cc1noc(C)c1S(=O)(=O)NC(=O)C1(C)CCN1C(=O)C1(c2ccc(Cl)cc2)CCC1 (stereo unspecified) is entered as 0, -3, 3, -3, 0, 1, -7, 0, -3, 1.2
CCCCOc1ccc(CSCCN=C(N)N)cc1 is entered as -1, 0, 4, -3, -12, 3, -2, -3, -1, 0.8
CCCCN1C(=O)c2ccc(C(=O)Nc3ccccc3N3CCOCC3)cc2C1=O is entered as 0, -1, 1, 0, -6, 1, -2, 4, -5, -0.1
CC(C)C1Cc2ccccc2-c2[nH]c(=S)[nH]c(=O)c21 (stereo unspecified) is entered as 1, -79, -3, -2, -4, -84, 0, 2, -43, -0.5
CCCC[C@H]1C2CC(OC(=O)Nc3ccc(F)cc3)C(C2)[C@H]2CCCCN21 (stereo partly specified) is entered as 2, 0, 0, 3, /, 0, /, 0, -13, 0.4

The listing picks up, repeating the 4 entries before the break.
#	mol	UHRF1 binding	PLCg1 inh	Tn7 DDE FP	DDE Tn6 FP inh	ASAP1 inh
33	CCCCN1C(=O)c2ccc(C(=O)Nc3ccccc3N3CCOCC3)cc2C1=O	0	-1	1	0	-6
34	Cc1cc(C)[n+](-c2ccc(C(C)C)cc2)c2[nH]c(=O)[nH]c(=O)c12	2	i	4	3	0
35	CC(C)C1Cc2ccccc2-c2[nH]c(=S)[nH]c(=O)c21 (stereo unspecified)	1	-79	-3	-2	-4
36	COc1cccc(/C=c2\sc3nc(-c4cccs4)nn3c2=O)c1OC	0	1	-3	0	6
37	CC1CCCN(c2ccc([N+](=O)[O-])cc2C(=O)c2ccccc2)C1 (stereo unspecified)	-5	1	8	0	-20
38	CCOc1ccccc1NC(=O)C1CCN(C(=O)c2cccs2)CC1	-1	-3	0	0	18
39	CCc1ccc2oc(-c3cc(N)ccc3O)nc2c1	-4	-113	3	-1	12
40	Cc1ccc(NC(=O)CN2C(=O)CN(C)C2=O)cc1S(=O)(=O)N1CCCCC1	-1	-2	2	1	-6
41	CCN(c1ccccc1)S(=O)(=O)c1ccc(Cl)c(NC(=O)CSc2ncn[nH]2)c1	0	2	-4	-6	-18
42	Cc1cc(C)nc(NC(=S)Nc2ccc(Br)cc2Cl)c1	3	-1	-8	2	1
43	O=C(Nc1nc(-c2ccc(Oc3ccccc3)cc2)cs1)C1=COCCO1	-2	-4	-2	-11	2
44	COC(=O)c1cc2n(n1)CCN(Cc1ccc(OC)cc1)C2=O	-4	0	-3	2	-4
45	COc1ncnc2c1oc1nc(C)c3c(c12)CC(C)(C)OC3	5	7	-6	-1	-2
46	COc1ccc(S(=O)(=O)Nc2c(C)ccc3nsnc23)cc1OC	10	2	-2	3	6
47	Cc1ccc(C(=O)NCC(=O)Nc2ccccc2C)o1	0	2	4	0	-2
48	O=C(O)CC1S/C(=N/N=C/c2ccccn2)NC1=O (stereo unspecified)	3	4	-1	-4	-4

#	PLC-beta3 inh	ARFGAP1 inh	MBD2 inh	ADAM17 inh	proKLK7 act
33	1	-2	4	-5	-0.1
34	i	4	9	i	27*
35	-84	0	2	-43	-0.5
36	-4	13	-1	0	-0.6
37	1	0	-9	6	0.9
38	2	5	-5	0	0.6
39	-165	10	0	-5	-1.1
40	0	-4	2	0	-0.7
41	2	-13	4	2	-0.8
42	3	8	0	0	-0.1
43	-4	-4	6	8	-2.8
44	1	6	-5	-3	0.2
45	-1	0	-4	-2	-0.2
46	1	-2	2	-2	0.4
47	-2	0	-1	2	-0.2
48	-5	-5	-2	-2	0.1

New compounds follow
#	mol	UHRF1 binding	PLCg1 inh	Tn7 DDE FP	DDE Tn6 FP inh	ASAP1 inh
49	COc1ccc(Cl)cc1-n1c(=S)sc2c(=O)[nH]c(SCC(=O)C(C)(C)C)nc21	0	0	5	-6	-8
50	CCN(CC)c1ccc(S(=O)(=O)N2CCOCC2)cc1NC(=O)CSc1ccccc1	-1	-2	2	-2	-2
51	C(=N\N=C\c1ccccn1)/c1ccccn1	3	0	0	8	7
52	COc1cc(-c2ccc3sc(-c4ccsc4)c(C#CCO)c3c2)cc(OC)c1OC	10	-83	2	-4	14
53	CCOc1ccc(/C=N/NC(=O)c2nnn(-c3nonc3N)c2CN(C)C2CCCCC2)cc1	1	-1	7	-6	-5

#	PLC-beta3 inh	ARFGAP1 inh	MBD2 inh	ADAM17 inh	proKLK7 act
49	-6	-2	0	4	0.7
50	0	6	-6	3	0.4
51	0	-17	3	-7	-0.1
52	-121	11	5	-32	-6.4
53	-5	-12	2	-3	0.1

Screening data from PubChem BioAssay.
